From PubChem
PglD inh: C. jejuni PglD acetyltransferase inhibitors, primary screen, biochemical, DTNB colorimetric, single point; UDP-N-acetylbacillosamine N-acetyltransferase PglD (Campylobacter jejuni); purified PglD enzyme, DTNB colorimetric CoA detection; inhibition, % at 12.5 µM; 0.098% of 360,000 active; AID 602405, 2012; in the data active = inhibition above about 16%, passing the limit was not always enough; inconclusive = no clear call, values can overlap the other calls; note: strong numbers were not always called active
Statin myotox sup: suppressors of statin myotoxicity in C2C12 myotubes, primary screen, cell-based, single point, plate reader; AID 602340, 2012; rescue of ATP level, % at 7.49 µM; 0.78% of 330,000 active; C2C12 myotubes + simvastatin, ATP luminescence, 48 h; scaled: DMSO 0, geranylgeraniol control 100;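 active = mean ATP rescue above about 67%, or every replicate alone reaching that limit, limit read from the data, passing the limit was not always enough; inconclusive = no clear call, values can overlap the other calls; inactive = mean under the limit and some replicate under it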;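 note: myotubes were challenged with 10 µM simvastatin during compound exposure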
DENV2 CPE: inhibitors of DENV2 cytopathic effect, primary screen, cell-based, plate reader, single concentration | 1.7% of 350,000 active | CPE inhibition, % at 9.99 µM | DENV2-infected cells, cytopathic effect rescue | AID 651640, 2012; in the data active = CPE inhibition above about 20%, passing the limit was not always enough; inconclusive = no clear call, values can overlap the other calls; tested in BHK-21 cells;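 note: 0% = median of neutral control wells and 100% = median of positive control wells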
E-sel inducer: E-selectin induction in HUVECs, primary screen, imaging, HUVEC, immunofluorescence imaging, single point. normalized: neutral wells 0, TNF-alpha wells 100. activation, % at 7.58 µM. 0.37% of 260,000 active. AID 686992, 2013;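 active = mean E-selectin-positive cell signal at least 10% of the positive control, reached in at least 60% of replicates, without over 20% cell loss; inconclusive = no rule given, readout overlaps actives, possibly toxicity-flagged; inactive = the rest, including those meeting only one limit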;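 note: in these data hits start at about 27%; measured in HUVEC primary endothelial cells; signal is the percent of cells scored E-selectin positive by PE staining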
Target sequence (P16581 whole entry, looked up): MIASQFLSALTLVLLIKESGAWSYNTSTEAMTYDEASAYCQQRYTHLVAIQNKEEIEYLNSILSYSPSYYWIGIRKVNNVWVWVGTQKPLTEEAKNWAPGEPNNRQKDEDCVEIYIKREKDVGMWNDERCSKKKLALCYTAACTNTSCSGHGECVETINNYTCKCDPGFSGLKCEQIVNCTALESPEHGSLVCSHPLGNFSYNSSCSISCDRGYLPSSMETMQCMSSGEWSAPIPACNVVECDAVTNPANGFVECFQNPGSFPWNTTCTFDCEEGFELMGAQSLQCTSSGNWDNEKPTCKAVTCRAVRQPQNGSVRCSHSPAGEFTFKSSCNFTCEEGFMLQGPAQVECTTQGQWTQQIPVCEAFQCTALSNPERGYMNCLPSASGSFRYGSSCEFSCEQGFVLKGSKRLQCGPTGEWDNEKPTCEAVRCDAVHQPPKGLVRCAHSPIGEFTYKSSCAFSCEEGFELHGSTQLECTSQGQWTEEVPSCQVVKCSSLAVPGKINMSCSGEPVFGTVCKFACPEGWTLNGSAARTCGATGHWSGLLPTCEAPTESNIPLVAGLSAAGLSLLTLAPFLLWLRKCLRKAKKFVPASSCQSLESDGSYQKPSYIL
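Read-out basis: % PE-positive cells; Test system: HUVEC primary endothelial cells; Technique: immunofluorescence imaging; Dosing: single-point compound dose.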
SIRT5 inh: SIRT5 desuccinylase inhibitors, primary screen, biochemical, fluorescence imaging, single point, set 5; NAD-dependent protein deacylase sirtuin-5, mitochondrial (Homo sapiens), Q9NXA8; inhibition, % at 15 µM; AID 652115, 2013; Purified SirT5, succinyl-peptide AMC, trypsin-coupled fluorescence; 1.1% of 330,000 active; in the data active = inhibition above about 15%; inconclusive = no clear call, values can overlap the other calls
Target sequence (Q9NXA8 whole entry, looked up): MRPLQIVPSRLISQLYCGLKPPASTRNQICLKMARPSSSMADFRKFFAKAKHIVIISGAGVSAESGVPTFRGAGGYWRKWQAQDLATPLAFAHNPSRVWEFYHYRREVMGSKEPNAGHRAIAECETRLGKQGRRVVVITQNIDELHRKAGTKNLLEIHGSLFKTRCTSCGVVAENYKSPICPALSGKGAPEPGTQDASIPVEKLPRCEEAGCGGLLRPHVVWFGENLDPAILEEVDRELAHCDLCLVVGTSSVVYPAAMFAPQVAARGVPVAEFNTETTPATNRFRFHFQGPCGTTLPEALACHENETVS
ERp5 block: inhibitors of ERp5-driven insulin aggregation, primary screen, biochemical, turbidity, absorbance 650 nm, single point; AID 651711, 2012; 0.05% of 350,000 active; inhibition, % at 9.99 µM; 90 min; Protein disulfide-isomerase A6 (Homo sapiens), Q15084;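 active = mean replicate inhibition above about 25%, with every replicate also reaching it, limit read from the data, passing the limit was not always enough; inconclusive = only one of those two criteria met; inactive = neither criterion met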
S100A4 inh HTS: inhibitors of S100A4-myosin IIA peptide binding, primary screen, biochemical, fluorescence polarization, TAMRA-MyoIIA peptide; 0.14% of 360,000 active; inhibition, % at 10.7 µM; AID 652163, 2013; Protein S100-A4 (Homo sapiens), P26447;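 active = mean inhibition of at least 70% across replicates, with every replicate also reaching that level; inconclusive = mean inhibition reaches 70% but some replicates fall short; inactive = mean inhibition below 70%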
Target sequence (P26447 whole entry, looked up): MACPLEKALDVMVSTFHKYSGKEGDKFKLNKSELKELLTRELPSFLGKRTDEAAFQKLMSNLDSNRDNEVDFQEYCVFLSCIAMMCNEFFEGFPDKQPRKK
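Material: human S100A4 monomer with TAMRA-labelled myosin IIA peptide; buffer or medium: HEPES pH 7.2 with CaCl2, KCl, NaCl, DTT, Triton; compound dosing: one concentration per compound; schedule: 5 min incubation before reading; benchmarks: neutral control DMSO, positive control TFP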
* = called active by the depositor; ? = inconclusive; nt = not tested or not shown; & = joins results of further samples. Not all compounds are listed, so the mix of outcomes need not match the whole.

nr	compound	DENV2 CPE	S100A4 inh HTS	ERp5 block	SIRT5 inh
1	N#Cc1c(N2C(=O)c3ccc(C(=O)O)cc3C2=O)sc2c1CCCC2	-7	-4	-5	0
2	CCc1ccc2[nH]c3nc(SCCN4CCOCC4)nnc3c2c1	?	-3	1	-3
3	O=C(CCC(=O)Nc1ccccc1)N/N=C/c1ccccc1F	-16	-5	1	-3
4	CC1(C)CC(=O)C=C(Nc2ccc(Cl)c(Br)c2)C1	-8	-17	3	-3
5	COc1ccc(NS(=O)(=O)c2cccc(C(=O)NNC(=O)c3ccccc3OC)c2)cc1	3	1	-1	-2
6	C[C@@H]1CN([C@@H](C)CO)C(=O)CCCn2nncc2CO[C@H]1CN(C)S(=O)(=O)c1ccccc1	16&-2&-2	-1&2&0	-2&-1&1	0&1&1
7	CC(C)[C@@H](CO)NS(=O)(=O)c1ccc(Br)cc1F	2	-3	3	-8
8	CCOC(=O)C1(Cc2cccc(OC)c2)CCN(C2CCOCC2)CC1	-4	-2	-1	-2
9	COCCNC(=O)C1(C)CCCN(Cc2ccccc2N(C)C)C1 (centres undefined)	-8	-1	5	0
10	O=C(Nc1ccccc1Cl)NN1CCCCCC1	9	-7	-1	-4
11	COc1cc(C(=O)NC2CCCc3ccccc32)cc(OC)c1OC (centres undefined)	-2	1	1	0
12	C=Cn1cc[n+](CC(=O)c2ccc(Br)cc2)c1	8	-10	1	-5

nr	Statin myotox sup	E-sel inducer	PglD inh
1	-8	-0.1	-1
2	-58	nt	2
3	-3	nt	nt
4	-8	nt	0
5	nt	-1.1	nt
6	-8&1&8	-3.0&0.4	2&-8&-4
7	-2	-0.1	-1
8	-4	nt	nt
9	15	-0.1	7
10	6	nt	6
11	5	-0.1	-1
12	-21	0.0	3

Going on with the list:
nr	compound	DENV2 CPE	S100A4 inh HTS	ERp5 block	SIRT5 inh
13	COc1cccc(-c2nn(-c3ccc(C)cc3)cc2C(=O)N(C)CC(=O)Nc2cccc(F)c2)c1	2	48	5	8
14	COc1ccc(OC)c(C(O)c2ncc(-c3ccccc3Cl)[nH]2)c1 (centres undefined)	-8	-2	2	2
15	CCCCNC(=O)c1cc(C)no1	7	9	2	0
16	Cc1cnc(NC(=O)CC2CCCC2)s1	0	-3	?	-4
17	O=C(c1ccc(N2C(=O)C3C4CC(C(Br)C4Br)C3C2=O)cc1)N1CCCCC1 (centres undefined)	5	1	-1	1
18	Cc1ccc(CNC(=O)C2CCN(S(=O)(=O)c3c(C)noc3/C=C/N(C)C)CC2)cc1	-1	-9	-2	-1
19	COC(=O)c1c(SCc2ccc(C#N)cc2)nc(=O)[nH]c1C	-3	-2	-2	1
20	CO[C@H]1CN(C)C(=O)c2ccc(NC(=O)NC(C)C)cc2OC[C@@H](C)NC[C@@H]1C	4	3	-3	-5
21	CCCCC(=O)Nc1ccc2c(c1)nc(CN1CCN(C(=O)OCC)CC1)n2C	2	0	-1	-1
22	CCCN1[C@H](C(=O)OC)[C@@H](CO)[C@@H]2Cn3c(ccc(-c4cccc(OC)c4)c3=O)[C@@H]21	-3	7	-3	nt
23	Cc1cc(=O)oc2cc(OCC3CC(c4ccc(Br)cc4)=NO3)ccc12 (centres undefined)	4	-3	-1	-2
24	COc1ccc(S(=O)(=O)N(C)C[C@@H]2OCCCC[C@H](C)Oc3ccc(NS(=O)(=O)c4cn(C)cn4)cc3C(=O)N([C@@H](C)CO)C[C@@H]2C)cc1	3	9	13	7

nr	Statin myotox sup	E-sel inducer	PglD inh
13	1	1.0	-3
14	11	-0.1	2
15	-1	0.1	-2
16	nt	nt	nt
17	-1	-0.8	-1
18	23	nt	4
19	5	nt	nt
20	8	-0.1	-3
21	-8	nt	0
22	11	0.1	20
23	23	nt	5
24	nt	nt	-1

New compounds follow.
nr	compound	DENV2 CPE	S100A4 inh HTS	ERp5 block	SIRT5 inh
25	Cc1ccc(C)c(NC(=O)COC(=O)c2cccc(S(=O)(=O)N3CCCC3)c2)c1	?	4	5	nt
26	COc1ccccc1NC(=O)CSc1nc(O)c(Cc2ccccc2)c(=O)[nH]1	nt	2	?	-5
27	CCCc1cc(=O)[nH]c2nnc(SCC(=O)Nc3nccs3)n12	-8	-3	3	1
28	COc1ccc(/C=C/C(=O)O)cc1S(=O)(=O)N1CCc2ccccc21	-10	-5	3	1
29	Cc1noc(C)c1NC(=O)Nc1cccc2c1O[C@H](CN(C)S(=O)(=O)c1cn(C)cn1)[C@H](C)CN([C@H](C)CO)C2=O	-7	6	2	8
30	Cc1ccc(-c2ccc3c(c2)O[C@H](CN(C)C(=O)CN(C)C)[C@@H](C)CN([C@@H](C)CO)S3(=O)=O)cc1	-2	0	-2	-2
31	CC(C)(C)CNC(=O)C1(C)CCN1C(=O)Cc1ccc(-c2ccccc2)cc1 (centres undefined)	-8	-10	1	-3
32	Cc1ccc(-n2nnnc2SCC(=O)NC2CC2)cc1C	-9	-14	-4	-3
33	Cc1ccc2nc(C)cc(C(=O)OCC(=O)Nc3cccnc3Cl)c2c1	-2	-3	-2	2
34	NC(=O)c1nsc(C(=O)N(c2ccc(F)cc2)C(C(=O)NC2CCCC2)c2ccncc2)c1N (centres undefined)	2	-6	-5	-5
35	O=C(CCNS(=O)(=O)c1ccccc1F)N1CCN(S(=O)(=O)c2cccc(F)c2)CC1	-1	1	6	1
36	CCNC(=O)Cc1ccc(S(=O)(=O)N2CCOCC2)s1	?	0	5	0

nr	Statin myotox sup	E-sel inducer	PglD inh
25	-5	0.0	-4
26	-9	nt	-6
27	nt	-0.1	5
28	3	nt	-5
29	-4	nt	-2
30	4	0.8	1
31	-6	0.7	5
32	7	0.1	-1
33	nt	nt	nt
34	14	1.2	3
35	7	0.3	2
36	-1	nt	3

(more compounds)
nr	compound	DENV2 CPE	S100A4 inh HTS	ERp5 block	SIRT5 inh
37	CCOC(=O)[C@H]1[C@H]2COc3ccc(C)cc3[C@@H]2N2C(=O)c3cc(Br)ccc3NC(=O)[C@@]12C	17	-3	-2	nt
38	O/N=C(\c1ccccc1)C(O)c1ccccc1 (centres undefined)	-5	6	-8	-3
39	C[C@@H]1CN([C@@H](C)CO)S(=O)(=O)c2ccc(C#CC3CC3)cc2O[C@@H]1CN(C)Cc1cccnc1	-9	1	-2	2
40	CCOC(=O)CN1N=C(c2ccc(Cl)s2)CSC1=O	5	1	1	1
41	C[C@H](O)C#Cc1cnc2c(c1)C(=O)N([C@H](C)CO)C[C@H](C)[C@@H](CN(C)C(=O)CN1CCOCC1)O2	-6	3	-7	-1
42	COC(=O)c1ccc2nc(-c3ccco3)c(Cc3ccc(C)cc3)n2c1	4	-5	8	-15
43	Cn1ncc(Br)c1C(=O)N1CCCC1	1	0	6	3
44	CCCOC(=O)CSc1nc(N2CCOCC2)c2c(c1C#N)CC(C)(C)OC2	10	4	0	-1
45	C[C@H]1CN([C@@H](C)CO)C(=O)Cc2cc(NC(=O)Nc3ccccc3)ccc2O[C@H]1CN(C)Cc1ccc(Cl)c(Cl)c1	-6	38	-7	2
46	CC(C)NC(=O)Nc1ccc2c(c1)C(=O)N([C@H](C)CO)C[C@H](C)[C@H](CN(C)C(=O)Nc1ccc(C(F)(F)F)cc1)OCCCC[C@H](C)O2	16	-11	1	3
47	O=C(CN1CCN(C(=O)C2CCCO2)CC1)Nc1c(Cl)cccc1Cl (centres undefined)	?	-5	4	-4
48	CCNC(=O)[C@@H]1[C@@H](CO)[C@@H]2Cn3c(ccc(C4=CCCC4)c3=O)[C@@H]2N1CC1CC1	-6	5	-1	-1

nr	Statin myotox sup	E-sel inducer	PglD inh
37	11	-0.1	0
38	-11	0.1	3
39	-14	?	2
40	nt	-2.2	nt
41	30	nt	-6
42	-2	-5.7	1
43	7	0.2	-1
44	-5	0.8	0
45	-84	1.2	5
46	nt	-0.1	3
47	nt	-0.7	0
48	-4	-0.3	2

The closing 3 compounds of the section above open the next one:
nr	compound	DENV2 CPE	S100A4 inh HTS	ERp5 block	SIRT5 inh
46	CC(C)NC(=O)Nc1ccc2c(c1)C(=O)N([C@H](C)CO)C[C@H](C)[C@H](CN(C)C(=O)Nc1ccc(C(F)(F)F)cc1)OCCCC[C@H](C)O2	16	-11	1	3
47	O=C(CN1CCN(C(=O)C2CCCO2)CC1)Nc1c(Cl)cccc1Cl (centres undefined)	?	-5	4	-4
48	CCNC(=O)[C@@H]1[C@@H](CO)[C@@H]2Cn3c(ccc(C4=CCCC4)c3=O)[C@@H]2N1CC1CC1	-6	5	-1	-1
49	C[C@@H]1CN([C@H](C)CO)S(=O)(=O)c2ccc(C#Cc3ccccn3)cc2O[C@H]1CN(C)Cc1cccc(F)c1	5	-6	0	?
50	Cc1ccc(S(=O)(=O)N2C[C@@H]3[C@H](c4ccccc42)[C@H](CO)N3Cc2cccnc2)cc1	-4	38	4	0
51	Cc1noc(C)c1S(=O)(=O)Nc1ccc2c(c1)C(=O)N([C@H](C)CO)C[C@H](C)[C@H](CN(C)Cc1ccc3c(c1)OCO3)OCCCC[C@@H](C)O2	0	5	-3	3
52	CCOC(=O)c1c(NC(=O)c2cccnc2)sc(C(C)=O)c1C	-2	9	-3	-4
53	O=C(Cn1cnc2ccccc2c1=O)Nc1ccccc1N1CCOCC1	1	-7	3	-5
54	NS(=O)(=O)c1ccc(CCNC(=O)CN2CCN(S(=O)(=O)c3ccccc3F)CC2)cc1	-2	1	1	nt
55	CCC(NS(=O)(=O)c1ccc(OC)cc1)C(=O)NCCc1ccccc1 (centres undefined)	2	4	-1	3
56	Cc1ccc(N(CC(=O)NC2CCCCC2C)S(=O)(=O)c2c(C)noc2C)cc1 (centres undefined)	19	-1	-3	1
57	CSc1cccc(N2CC(C(=O)Nc3ccccc3N3CCCC3)CC2=O)c1 (centres undefined)	0	-3	0	1

nr	Statin myotox sup	E-sel inducer	PglD inh
46	nt	-0.1	3
47	nt	-0.7	0
48	-4	-0.3	2
49	-2	0.0	0
50	28	-0.1	0
51	nt	-0.2	-3
52	nt	0.1	nt
53	4	1.4	3
54	-3	3.3	3
55	3	-0.2	2
56	-24	nt	3
57	11	-0.3	-1

Among those listed so far, these have an NH in an aromatic ring.
nr	compound	DENV2 CPE	S100A4 inh HTS	ERp5 block	SIRT5 inh
2	CCc1ccc2[nH]c3nc(SCCN4CCOCC4)nnc3c2c1	?	-3	1	-3
14	COc1ccc(OC)c(C(O)c2ncc(-c3ccccc3Cl)[nH]2)c1 (centres undefined)	-8	-2	2	2
19	COC(=O)c1c(SCc2ccc(C#N)cc2)nc(=O)[nH]c1C	-3	-2	-2	1
26	COc1ccccc1NC(=O)CSc1nc(O)c(Cc2ccccc2)c(=O)[nH]1	nt	2	?	-5
27	CCCc1cc(=O)[nH]c2nnc(SCC(=O)Nc3nccs3)n12	-8	-3	3	1

nr	Statin myotox sup	E-sel inducer	PglD inh
2	-58	nt	2
14	11	-0.1	2
19	5	nt	nt
26	-9	nt	-6
27	nt	-0.1	5
